High-throughput results deposited in PubChem by several laboratories.
GalR3 antag – blocks the human galanin receptor 3 | 0.44% of 360,000 active | O60755 | inhibition, % at 3 µM | AID 651719 | HEK293 GalR3-CNG cAMP membrane potential fluorescence; galR3 body fused to GalR1 C-terminus;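 active = inhibition above the screen-wide average plus 3 SD, cut at about 13% in these data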;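 note: forskolin and galanin both at EC90 stimulate the cells; cAMP rise reported by CNG channel membrane potential dye signal; 0% = forskolin plus galanin with DMSO and 100% = forskolin alone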
Target sequence (O60755 1-299 limits assumed): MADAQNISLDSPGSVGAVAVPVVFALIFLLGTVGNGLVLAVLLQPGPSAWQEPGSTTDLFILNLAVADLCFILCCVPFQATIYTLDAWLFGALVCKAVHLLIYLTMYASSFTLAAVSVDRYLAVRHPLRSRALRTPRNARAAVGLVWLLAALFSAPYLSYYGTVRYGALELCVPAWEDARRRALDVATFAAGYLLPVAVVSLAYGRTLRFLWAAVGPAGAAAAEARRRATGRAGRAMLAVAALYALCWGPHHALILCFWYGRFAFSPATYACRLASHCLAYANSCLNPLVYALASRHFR
CRFR2-BP antag – blocks CRF-induced signaling of the CRF-BP/CRF-R2 complex; HEK293 CRF-R2/CRF-BP, CRF-induced calcium fluorescence; inhibition, % at 11.8 µM; 0.59% of 350,000 active;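 active = inhibition of the ligand-induced calcium signal above about 50% at the single tested concentration, limit read from the data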
MEKK2 mut-MEK5 – signal of MEK5 binding to mutant human MEKK2 PB1 domain; bead flow cytometry, Alexa488-MEK5 binding to MEKK2 mutant; percent response, % at 10 µM; 0.35% of 290,000 active; AID 1530; in the data active = percent response above about 24%, passing the limit was not always enough; note: inactives centre near 1; some results filed as inactive read as strong as hits
MEKK3 PB1 HTS – raises or lowers MEK5 binding to the human MEKK3 PB1 domain; Q99759; bead-based flow cytometry, Alexa488-MEK5 binding to MEKK3; actives lie on both sides; 0 = blocked by unlabeled MEK5, 100 = vehicle; binding response (% of control), % at 10 µM; 1.4% of 290,000 active;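 active = binding response more than 3 SD above or below the average of its plate-row segment, actives on both sides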;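 note: Alexa488 bead fluorescence after subtracting the streptavidin-only scavenger bead signal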
Target sequence (Q99759 whole entry, looked up, the tested form may be a part): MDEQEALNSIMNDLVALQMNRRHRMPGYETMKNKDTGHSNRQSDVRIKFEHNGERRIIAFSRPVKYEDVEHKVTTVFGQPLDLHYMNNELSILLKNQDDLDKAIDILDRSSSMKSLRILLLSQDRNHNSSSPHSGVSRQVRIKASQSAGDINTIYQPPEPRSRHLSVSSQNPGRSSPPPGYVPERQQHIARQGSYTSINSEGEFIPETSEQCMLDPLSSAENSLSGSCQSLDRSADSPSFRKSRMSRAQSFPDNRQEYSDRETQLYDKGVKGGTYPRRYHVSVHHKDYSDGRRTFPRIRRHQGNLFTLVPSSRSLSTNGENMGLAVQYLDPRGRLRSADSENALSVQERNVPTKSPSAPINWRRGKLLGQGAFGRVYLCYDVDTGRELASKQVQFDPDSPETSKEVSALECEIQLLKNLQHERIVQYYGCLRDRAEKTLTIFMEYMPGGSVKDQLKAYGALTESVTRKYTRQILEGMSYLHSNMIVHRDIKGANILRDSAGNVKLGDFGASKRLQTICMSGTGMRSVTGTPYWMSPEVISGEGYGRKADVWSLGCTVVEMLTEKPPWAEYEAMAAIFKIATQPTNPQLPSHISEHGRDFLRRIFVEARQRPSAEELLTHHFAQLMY
DNA FID counter – counter-screen for HCV NS3 helicase inhibitors: DNA intercalator displacement | DNA fluorescent intercalator displacement, fluorescence | inhibition, % at 7.9 µM | 0.17% of 290,000 active; in the data active = inhibition above about 37%;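 note: 0% = vehicle and 100% = reference compound; higher means more ethidium bromide displaced from hairpin DNA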
UBC9 SUMO inh – blocks human SUMOylation mediated by UBC9; 0.36% of 290,000 active; HTRF SUMOylation assay, SAE1/SAE2 + UBC9, in vitro; P63279; inhibition, % at 35 µM; AID 2006; in the data active = inhibition above about 50%, passing the limit was not always enough; note: strong numbers were not always called active
Target sequence (P63279 whole entry, looked up): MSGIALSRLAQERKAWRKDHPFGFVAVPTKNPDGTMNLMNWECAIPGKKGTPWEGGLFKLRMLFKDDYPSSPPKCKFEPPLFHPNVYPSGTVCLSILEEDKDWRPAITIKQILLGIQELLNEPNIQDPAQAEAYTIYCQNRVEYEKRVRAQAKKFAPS
HCV NS3 hel inh – inhibitors of Hepatitis C virus NS3 helicase | inhibition, % at 10.9 µM | AID 1800 | 0.56% of 290,000 active | NS3 helicase DNA unwinding, Cy5 molecular beacon fluorescence;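 active = inhibition above the mean of all tested compounds plus 3 SD, set per campaign, cut at about 35% in these data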;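 note: 0% = DMSO wells and 100% = thioflavine S control wells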
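assay system = NS3 helicase fragment of HCV | buffer or medium = MOPS pH 6.5, MgCl2, DTT, Tween20, BSA | timing = 60 min unwinding reaction at 25 °C after ATP addition | signal = Cy5 beacon fluorescence read at start and 1 h | read-out basis = % inhibition of unwinding | control set = low DMSO, high thioflavine S at 110 µM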
CRFBP-R2 agonist – agonists of human CRF-binding protein/CRF-R2 receptor complex; activation, % at 13.2 µM; HEK293 CRF-R2/CRF-BP, calcium dye fluorescence (FLIPR); percent of saturating CRF peptide response; 0.46% of 350,000 active;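 active = activation of at least 50%, plus an integration ratio under a set limit after plate pattern correction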;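 note: plate controls were neutral control wells without compound for no effect and CRF at EC100 for full effect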
MEKK2 WT-MEK5 – raises or lowers MEK5 binding to wildtype human MEKK2 PB1 domain. AID 1531. binding response (% of control), % at 10 µM. bead flow cytometry, Alexa488-MEK5 binding to MEKK2 WT; actives lie on both sides. 1.1% of 290,000 active. Q9Y2U5; in the data active = binding response below about 67% or above about 130%
Starred values were filed as active, the others as inactive; · = no result given; [ ] = remark or other dose. A portion of the library; the hit share may differ from the screen's.

Every second line gives: GalR3 antag	CRFR2-BP antag	MEKK2 mut-MEK5	MEKK3 PB1 HTS	DNA FID counter	UBC9 SUMO inh	HCV NS3 hel inh	CRFBP-R2 agonist	MEKK2 WT-MEK5
CCOC(=O)c1ccc(NCc2nc3ccccc3n2C)cc1
 : -1	-22	4	109	-13	15	6	0.7	112
Cc1ccccc1N1C(=O)c2ccccc2C1O (stereo not drawn)
 : -9	-5	-1	99	-2	20	9	-1.1	100
CC(=O)c1c(C)[nH]c(C(=O)Nc2cccc(C(F)(F)F)c2)c1C
 : -12	-11	-5	99	2	-17	24	2.1	99
O=C(NC1CCCc2c1cnn2-c1cc(F)cc(F)c1)c1ccc[n+]([O-])c1 (stereo not drawn)
 : -3	19	5	106	-8	-2	0	4.5	103
NCCCN1CCOCC1
 : -2	-3	3	100	-2	-4	-9	-2.0	102
NC(=S)N/N=C/c1c(O)c(Br)cc2oc3c(c12)CCCC3
 : -7	-13	4	107	-2	18	-5	4.0	104
COCC(=O)N(Cc1cc2cc(C)ccc2[nH]c1=O)c1cccc(C)c1C
 : -11	-13	4	109	-38	5	3	0.7	110
Cc1ccccc1NC(=O)Cc1nnc(SCC(=O)N2CCN(c3ccccc3)CC2)n1C
 : 0	2	0	106	-23	-6	5	0.2	102
O=C(c1ccc(Cl)cc1)N1CCCC(c2ccccc2)=N1
 : -5	2	-3	96	-12	8	-7	-0.4	92
CC(C)[C@H](N)C(=O)N1CCC(C(=O)N[C@@H](Cc2ccccc2)C(=O)NCc2ccc(F)cc2)CC1
 : -7	-6	16	106	12	3	-5	-1.5	107
CN1CCN(S(=O)(=O)c2ccc(Oc3ccc(F)cc3Br)nc2)CC1
 : 1	-2	-7	100	8	-9	-38	0.0	105
Cc1ccc(CNC(=O)CN(C(=O)C2(C)CC(=O)N=C3C=CC=CN32)c2cccc(C)c2C)cc1 (stereo not drawn)
 : -4	8	-4	100	-31	-2	-3	-0.9	98
COC(=O)[C@H](C)NC(=O)/C=C/c1ccc(OC)cc1
 : 3	-35	16	104	2	1	2	1.5	108
COC(=O)c1cccc(N2C(=O)c3ccccc3S2(=O)=O)c1
 : -2	-24	2	100	-3	34	-8	-2.5	99
N#Cc1c(-c2ccc(Cl)cc2)ccn2nc(C3CCCCC3)nc12
 : -2	7	7	108	-2	-1	-5	5.1	101
COc1ccc(S(=O)(=O)Nc2cc(C(=O)NCCCN3CCOCC3)ccc2N2CCOCC2)cc1
 : -1	2	-6	99	0	16	8	0.6	96
CCC(=O)Nc1cc2c(cc1C(=O)CC)OCCO2
 : -2	-8	14	103	-2	5	-5	-0.4	104
Cc1sc2nc(-c3ccccn3)[nH]c(=O)c2c1-c1ccccc1
 : -9	-22	2	102	-20	-109	0	-0.1	100
CN1CCN(S(=O)(=O)c2ccc3c(c2)NC(=O)C2CCCN32)CC1 (stereo not drawn)
 : -2	3	0	108	0	-17	-14	3.0	102
O=C(NCCN1CCOCC1)C1CCN(S(=O)(=O)N2CCCC2)CC1
 : -2	5	1	105	-1	-2	13	-1.4	99
Cc1ccc(NC(=O)c2ccc3ncsc3c2)cc1S(=O)(=O)N(C)C
 : -4	·	-14	84	-14	16	-4	·	92
O=C(CCCc1c[nH]c2ccccc12)NCC1COc2ccccc2O1 (stereo not drawn)
 : -3	24	-1	105	-16	-7	-3	0.0	98
Cc1ccc(S(=O)(=O)c2cn(Cc3ccc(F)cc3)c3cc4c(cc3c2=O)OCO4)cc1
 : -5	-3	0	123	-4	-7	3	0.6	104
CCN1CCN(C(=O)c2ccc3c(=O)n(C4CCCC4)c(=S)[nH]c3c2)CC1
 : -3	-19	3	101	9	9	-23	0.3	106
CN1C(=S)N(c2ccccc2)C(=O)/C1=C/c1ccco1
 : 1	-10	-2	100	-11	10	35	-1.3	97
C=C(C)CNC(=S)N1CCN(C(c2ccccc2)c2ccccc2)CC1
 : -5	10	4	109	-14	-22	-5	1.4	107
CCc1nc(NCCC(C)C)c2nnn(Cc3ccccc3)c2n1
 : -8	-6	3	104	-26	8	-17	-2.2	111
O=C1c2cccc(OCc3ccc(F)cc3)c2CCN1Cc1ccccc1
 : -6	46	-2	100	-1	-21	-5	-0.3	93
COc1cc(OC)c2c(-c3ccccc3)cc(=O)oc2c1C(CCN1CCCC1)c1ccc2c(c1)OCO2 (stereo not drawn)
 : -6	-32	23	128*	·	13	·	2.8	175*
O=C(CSCC(=O)Nc1cccc([N+](=O)[O-])c1)Nc1ccccc1
 : 1	54*	-2	95	9	-3	-7	0.9	103
CCOC(=O)C1(CCc2ccccc2)CCN(C(=O)[C@@H]2C[C@@H](C)NC(=S)N2)CC1
 : 2	-3	18	102	-23	-8	-16	-4.5	125
CN(Cc1ccccc1)c1nc2c(c(=O)[nH]c(=O)n2C)n1Cc1ccccc1
 : -2	-61	3	103	-8	11	3	-2.2	101
COc1ccc(CNC(=O)c2cnc(C)cn2)c(OC)c1
 : -7	-25	2	99	-2	11	4	0.5	99
Cc1ccnc(NC(=O)c2ccc(S(=O)(=O)c3ccccc3)cc2)c1
 : -7	9	2	100	-17	7	-1	1.3	98
COc1cc(NC(=O)CN(C)S(=O)(=O)c2ccc(-c3ccc(=O)[nH]n3)s2)cc(OC)c1
 : 10	2	-1	99	-45	14	6	-0.1	96
CCS(=O)(=O)N1CCC(C(=O)NCc2ccc(F)cc2)CC1
 : 2	-5	7	106	1	-2	1	-0.3	106
COc1cc(/C=C/C(=O)NC(C)CCc2ccccc2)cc(OC)c1OC (stereo not drawn)
 : -4	45	3	106	-30	-19	8	-3.3	103
Cc1ccc(NC(=O)c2nc[nH]c2C(=O)N[C@@H](C)c2ccccc2)cc1
 : -9	-6	4	105	-10	-3	-19	0.3	110
COc1ccc2[nH]c(C)c(CCNC(=S)Nc3cccc(C)c3C)c2c1
 : 1	-20	-5	101	-16	-19	-12	-2.4	98
COc1ccc(NC(=O)CN(C)S(=O)(=O)c2ccccc2)cc1
 : -6	8	9	107	-3	2	0	-0.2	107
O=C(c1ccc2c(=O)n(Cc3ccccc3)c(=S)[nH]c2c1)N1CCOCC1
 : -10	-11	2	104	-29	3	-5	0.5	104
COc1ccc(/C=C2\SC(=S)N(CCC(=O)Nc3ccc(C(=O)O)cc3)C2=O)cc1
 : -8	16	3	109	-21	21	19	-1.1	105
CCOC(=O)Cc1nnc(Nc2ccc(C)cc2)c2ccccc12
 : -4	5	4	108	-13	-3	-2	-2.0	100
Cc1ccc(CC(=O)NC(C)CCc2ccccc2)cc1 (stereo not drawn)
 : -4	-3	1	102	-16	12	-4	-2.1	104
CC(=O)N1CCC(C(=O)Nc2ccc(S(=O)(=O)N3CCCCC3)cc2)CC1
 : -4	2	6	102	-1	12	0	0.3	109
COc1ccc(C(CC(=O)Nc2ccccn2)N2Cc3ccccc3C2=O)cc1 (stereo not drawn)
 : -5	-7	3	97	-29	7	2	0.3	103
O=c1[nH]c(CN2CCCCC2)nc2ccccc12
 : 3	9	-4	98	-1	-14	6	-1.0	98
COCCn1c(SCc2c(F)cccc2Cl)nc2c1c(=O)[nH]c(=O)n2C
 : -5	-11	0	101	-16	10	7	-0.7	100
Cc1cc(-n2nc(C)cc2C)nc(NS(=O)(=O)c2ccccc2)n1
 : -3	2	-7	101	-13	-12	-7	-1.0	99
CCOC(=O)c1ccc(/C=C2/C=C(c3ccccc3)N(c3ccc(Cl)c(C(=O)O)c3)C2=O)cc1
 : -8	-171	0	102	-20	19	14	96*	98
CC(C)(C)NC(=O)C(=O)NNC(=O)c1ccccc1
 : -5	32	·	·	2	17	3	1.6	·
COc1cc2cc[n+](Cc3ccc([N+](=O)[O-])cc3)cc2cc1OC
 : -13	-8	3	99	1	18	-14	-0.5	104
Cc1cc(C)n(C(=O)CCC(=O)Nc2ccc(C)c(C)c2)n1
 : -2	4	-1	101	-4	4	6	3.8	100
CC(C)C(=O)Nc1cccc(C(=O)Nc2nccs2)c1
 : -1	-17	0	97	0	23	-4	3.4	102
Clc1ccc(-c2csc(Nc3cccnc3)n2)cc1
 : 2	-11	10	107	-1	3	0	-2.4	100
C=CCNC(=O)CSc1ncc2c(n1)-c1c(csc1SC)CC2
 : -2	10	7	102	-18	45	-6	-3.0	101
COc1ccc(N(CC(=O)Nc2c(C)cccc2C)S(=O)(=O)c2ccccc2[N+](=O)[O-])c(OC)c1
 : -7	13	-5	102	-23	-6	12	1.0	95
CCC1Sc2ccc(S(=O)(=O)CCC(=O)Nc3ccc(NC(C)=O)cc3)cc2NC1=O (stereo not drawn)
 : -5	-10	-2	100	-25	5	1	-1.7	96
COc1ccc(NC(=O)c2cc(-c3cccs3)on2)c(OC)c1
 : -4	23	1	95	-9	7	1	-0.8	95
COc1ccc(OC)c(CCNC(=O)CS(=O)(=O)Cc2nc(-c3ccccc3C)oc2C)c1
 : -5	-2	·	·	-32	-33	-1	-2.3	·

Next part
Every second line gives: GalR3 antag	CRFR2-BP antag	MEKK2 mut-MEK5	MEKK3 PB1 HTS	DNA FID counter	UBC9 SUMO inh	HCV NS3 hel inh	CRFBP-R2 agonist	MEKK2 WT-MEK5
Cc1ccc(-n2nnc(-c3cccnc3)n2)cc1
 : -3	7	-7	78*[inhibitor]	·	·	·	-3.4	85
Cc1cccc(-c2noc(CN(C(=O)CCc3ccccc3)C(C)C)n2)c1
 : -6	11	-3	95	-30	-1	-13	4.5	93
c1ccc(NCn2cncn2)nc1
 : -3	-9	-3	102	3	2	3	1.1	106
C=CCNC(=O)c1ccc(C2SCC(=O)N2Cc2ccco2)cc1 (stereo not drawn)
 : -4	2	4	101	-11	15	2	2.8	103
O=C1C(=O)N(CCN2CCOCC2)C(c2cccc(Cl)c2)/C1=C(/O)c1ccc2c(c1)OCO2 (stereo not drawn)
 : -1	8	6	94	-32	17	15	-0.1	100
COc1ccc(C(=O)[C@H]2[C@H]3C(=O)N(c4ccccc4)C(=O)[C@H]3C3C=CC=NN32)cc1 (stereo partly drawn)
 : -2	-5	3	104	-15	-2	10	2.6	106
CC1CN(Cc2csc(-c3ccc(Cl)cc3)n2)CC(C)O1 (stereo not drawn)
 : -6	-8	-1	116	5	13	-4	-1.0	106
O=C(NCCO)c1ccc2[nH]c3ccccc3c2c1
 : 0	7	-7	88	-1	15	0	1.9	93
COc1cc(OC)c2c(c1C(CCN1CCOCC1)c1ccc(N(C)C)cc1)OC(=O)CC2c1ccc(N(C)C)cc1 (stereo not drawn)
 : -4	2	7	106	·	-24	·	-2.0	104

Reformatted: results already given
O=C(NCCO)c1ccc2[nH]c3ccccc3c2c1
  GalR3 antag: 0 | CRFR2-BP antag: 7 | MEKK2 mut-MEK5: -7 | MEKK3 PB1 HTS: 88 | DNA FID counter: -1 | UBC9 SUMO inh: 15 | HCV NS3 hel inh: 0 | CRFBP-R2 agonist: 1.9 | MEKK2 WT-MEK5: 93
Cc1cccc(-c2noc(CN(C(=O)CCc3ccccc3)C(C)C)n2)c1
  GalR3 antag: -6 | CRFR2-BP antag: 11 | MEKK2 mut-MEK5: -3 | MEKK3 PB1 HTS: 95 | DNA FID counter: -30 | UBC9 SUMO inh: -1 | HCV NS3 hel inh: -13 | CRFBP-R2 agonist: 4.5 | MEKK2 WT-MEK5: 93
